Screens: PubChem BioAssay, National Center for Advancing Translational Sciences (NCATS)
KB-V1 cytotox = kills drug-selected multidrug resistant KB-V1 cells. KB-V1 MDR cells viability, CellTiter-Glo, 72 h. Potency, µM (top dose mostly 46.1 µM), for inactives: at the top dose activity change, negative = cytotoxicity, usual class: cytotoxic. actives 3.4% (n = 400,000); also: potency is read from the fitted curve at half-maximal effect; % is scaled to controls: 0 for no effect and ±100 for the full control effect; nearly all actives have a fitted effect of over 60% in size
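KB-V1, DMEM (no phenol red) + 10% FBS; cpd pin-transferred, titration series; 72 h, 37 degrees C; CellTiter-Glo, luminescence. Data normalized, curve-fit.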
IL-1B inflam inh = inhibitors of inflammasome signaling (IL-1 beta secretion); THP-1 LPS/ATP IL-1B secretion, AlphaLISA, 16 h; stronger effect = lower value; activity change, % at 57.5 µM; actives 4.7% (n = 360,000); AID 743279; in the data active = activity change below about -50%; inconclusive = mostly about -30% to -49%; also: % is scaled to controls: 0 for no effect and ±100 for the full control effect
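Secreted IL-1B measured by AlphaLISA bead assay after 16 h compound exposure of THP-1 cells; compounds (final up to 57.5 uM) added 1 h before LPS (250 ng/mL) and ATP (1.25 mM) stimulation; lower signal means less secretion.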
KB-3-1 cytotox = KB-3-1 parental cell cytotoxicity | KB-3-1 viability, CellTiter-Glo ATP luminescence, 72 h | Potency, µM (titrated, usually from 46.1 µM), inactives show top-dose activity change, negative = cytotoxic, actives largely listed as cytotoxic | actives 1.4% (n = 400,000) | AID 1347075; also: potency is read from the fitted curve at half-maximal effect; % is scaled to controls: 0 for no effect and ±100 for the full control effect; nearly all actives have a fitted effect of over 60% in size
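Cells are dispensed, compounds pinned in, plates held at 37 °C for 72 h, then CellTiter-Glo is added and luminescence read after 10 minutes. Cell line: parental KB-3-1 in phenol-red-free DMEM, 10% FBS.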
HT1080-NT tox = kills 2HG-producing HT-1080-NT fibrosarcoma cells. HT-1080-NT fibrosarcoma viability, CellTiter-Glo ATP luminescence, 48 h. actives 1.6% (n = 360,000). Potency, µM (doses to about 46.1 µM), inactives show top-dose activity, negative = less viability, actives largely listed as cytotoxic;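 also: NT is the 2HG producing partner of a matched IDH1 knockdown line; potency is read from the fitted curve at half-maximal effect; 0% = DMSO-treated cells and -100% = media-only wells without cells; nearly all actives have a fitted effect of over 55% in size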
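HT-1080-NT fibrosarcoma cells (2HG-overproducing), 750 cells/well in RPMI with 5% FBS, dosed after 2 h and incubated 48 h at 37C. CellTiter-Glo luminescence normalized to DMSO and no-cell wells; concentration-response curves fitted and classed.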
S2 tox = reduces viability in counter-screen for ATXN expression inhibitors. S2 cells (HEK-293 line with an ATXN2-luciferase reporter) viability, CellTiter-Fluor protease fluorescence, 24 h. Potency, µM (doses to about 56.7 µM), hits mostly cytotoxic. actives 0.49% (n = 400,000). AID 651635; also: potency is read from the fitted curve at half-maximal effect; nearly all actives have a fitted effect of over 40% in size
MCF10A rereplic = inducers of DNA re-replication in MCF 10A breast cells; Potency, µM (top dose mostly 46.1 µM), without a hit: top-dose activity, positive = re-replication, most hits filed as activators; MCF 10A DNA re-replication, Hoechst nuclear intensity, 48 h; actives 2.9% (n = 350,000); AID 624296; also: potency is read from the fitted curve at half-maximal effect; % of control where 0% means no effect; nearly all actives have a fitted effect of over 50% in size
SW480 rereplic = inducers of DNA re-replication in SW480 colon cancer cells; SW480 DNA re-replication, Hoechst DNA content imaging, 48 h; Potency, µM (top dose mostly 46.1 µM), for the others: at the highest dose re-replication activation, usual class: activators; actives 1.8% (n = 340,000); also: potency is read from the fitted curve at half-maximal effect; % of control where 0% means no effect; nearly all actives have a fitted effect of over 55% in size
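First, 250 cells per well were seeded. Next, compound or vehicle (23 nL) was pinned in, plates sat 48 hr at 37 C. Finally Hoechst was added for 40 min before fluorescence scanning.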
ATXN2 expr inh = ATXN2 expression inhibition; Potency, µM (highest dose often 57 µM), without a hit: top-dose activity change, negative = inhibition, most hits filed as inhibitors; actives 0.72% (n = 360,000); HEK-293 ATXN2-luciferase reporter, luminescence, 24 h; also: potency is read from the fitted curve at half-maximal effect; % is scaled to controls: 0 for no effect and ±100 for the full control effect; nearly all actives have a fitted effect of over 55% in size
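ATXN2-luciferase reporter cells (luciferase flanked by upstream and downstream ATXN2 gene portions) were treated 24 h at 37 °C with compounds at up to 57 uM. SteadyGlo luminescence gave expression; GF-AFC fluorescence gave viability.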
HT1080 IDH1KD tx = toxicity to HT-1080 IDH1 knockdown cells (counter line) | HT-1080 IDH1 knockdown viability, ATP luminescence, 48 h | Potency, µM (doses to about 46.1 µM), for the others: top-dose activity, negative = toxicity, usual class: cytotoxic | actives 2% (n = 360,000) | AID 686971;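 also: potency is read from the fitted curve at half-maximal effect; 0% = DMSO wells and -100% = cell-free medium wells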
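In this qHTS, HT-1080 cells depleted of IDH1 are exposed for 48 h at 37 °C to compound titrations. Toxicity is scored from CellTiter-Glo luminescence, with DMSO as full viability and medium alone as none.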
An asterisk follows results filed as active; i = inactive; ? = inconclusive; nt = no result given; & = joins results of further samples; [ ] = remark or other dose. Unless noted, calls follow the shape of the dose curve; as a rule, active = well fitted curve in the direction sought with a large enough effect; inconclusive = small, poorly fitted or top-dose-only effect, or another doubt; inactive = no such curve, though single readings can be large; an effect the other way counts as inactive or inconclusive.

1: O=c1c2ccccc2c2ccccc2c(=O)n1Cc1ccco1
2: COc1cccc(C2N(c3cccc(Cl)c3)C(=O)C3CCCN32)c1OC (stereo unspecified)
3: Cn1nnnc1SCC(=O)N1CCCc2ccccc21
4: Cn1c(SCC(=O)NCC2CCCO2)ncc(C(=O)Nc2ccc(F)cc2)c1=O (stereo unspecified)
5: COc1cc(OC)c(NC(=O)CCS(=O)(=O)c2ccc3c(c2)oc(=O)n3C)cc1Cl
6: CC(C)c1nnc(NC(=O)CSc2ccccc2)s1
7: CC(C)(C)C1CCc2c(sc(NC(=O)c3cccc(Cl)c3)c2C(N)=O)C1 (stereo unspecified)
8: O=C1CNC(=O)/C(=C/c2cccs2)N1
9: CC(=O)NC(C)(c1ccccc1)c1nc(-c2cccc(F)c2)cs1 (stereo unspecified)
10: O=C(c1ccc(Br)cc1)N1CCN(c2ccccn2)CC1
Compound | 1 | 2 | 3 | 4 | 5 | 6 | 7 | 8 | 9 | 10
KB-V1 cytotox | 0% | 0% | 3% | -11% | 12% | -1% | 9% | ? | 10% | 3%
IL-1B inflam inh | -4 | -29 | 33 | 0 | nt | 33 | nt | -8 | nt | 0
KB-3-1 cytotox | 1% | 2% | ? | ? | ? | 0% | -4% | -3% | 0% | 7%
HT1080-NT tox | 17% | -1% | 19% | 2% | nt | 5% | nt | 29% | 6% | -4%
S2 tox | i | i | i | i | i | i | i | i | i | i
MCF10A rereplic | 1% | -1% | -11% | 25% | nt | -20% | nt | -2% | nt | nt
SW480 rereplic | 1% | 0% | -5% | 2% | nt | -6% | nt | 1% | nt | nt
ATXN2 expr inh | -11% | -2% | 3% | 11% | 5% | 15% | 4% | 1% | -2% | nt
HT1080 IDH1KD tx | 20% | -3% | 21% | 7% | nt | 10% | nt | ? | 0% | -7%

11: Cc1ccnc(NC(=O)C(C)n2cc([N+](=O)[O-])cn2)c1 (stereo unspecified)
12: Cc1onc(-c2ccccc2Cl)c1C(=O)NCc1ccccc1
13: O=C(Nc1nc(-c2ccc(Oc3ccccc3)cc2)cs1)C1=COCCO1
14: COc1ccccc1CN1CCN(Cc2ccc3ccccc3c2)CC1
15: Cc1ccc(NC(=S)NC(NC(=O)N(C)C)C(Cl)(Cl)Cl)cc1 (stereo unspecified)
16: O=C(COC(=O)c1ccc(F)cc1Cl)NCc1ccco1
17: COC(=O)c1scc(-c2ccc(C)cc2)c1S(=O)(=O)Nc1cc(OC)c(OC)c(OC)c1
18: COc1ccc(F)cc1S(=O)(=O)n1cc(C)nc1-c1ccccc1
19: O=C1NC[C@H](Cc2ccccc2)N(CC2CCN(CCc3ccc(-c4ccccc4)cc3)CC2)C1=O
20: CN(C)C(=O)c1nc(C#N)c(N(C)C)o1
Compound | 11 | 12 | 13 | 14 | 15 | 16 | 17 | 18 | 19 | 20
KB-V1 cytotox | 5% | ? | 18µM* | 4% | ? | 19% | 3% | -1% | 0% | -6%
IL-1B inflam inh | -11 | 23 | 8 | -3 | -6 | 21 | nt | 5 | -59* | 8
KB-3-1 cytotox | 9% | 3% | ? | 3% | -2% | 2% | -13% | 11% | -8% | 0%
HT1080-NT tox | -2% | -3% | 2% | -1% | -5% | 14% | nt | 14% | -4% | 2%
S2 tox | i | i | i | ? | ? | i | i | i | i | i
MCF10A rereplic | 2% | 19% | 19% | -14% | ? | -27% | nt | -4% | ? | -5%
SW480 rereplic | 5% | 1% | -5% | 0% | 31% | 1% | nt | -7% | -14% | -5%
ATXN2 expr inh | -16% | -1% | -13% | nt | 7% | 0% | -5% | 7% | ? | -4%
HT1080 IDH1KD tx | 6% | ? | ? | -8% | -4% | 8% | nt | 18% | -8% | 10%

21: COc1ccc(OC)c(NC(=O)Nc2nc(C(N)CCc3ccccc3)cs2)c1 (stereo unspecified)
22: CC(=O)n1cc([C@@H]2C=C(C(=O)NCc3ccccc3)O[C@H](OCCCCO)C2)c2ccccc21
23: COc1ccc(CN(C)C(=O)c2cccc(NS(=O)(=O)c3ccccc3)c2)cc1F
24: CCOc1ccc(NC(=O)c2cccc(S(=O)(=O)Nc3c(C)n(C)n(-c4ccccc4)c3=O)c2)cc1
25: COc1ccc(C2=NOC3(CC(=O)N(c4ccc(C)cc4)C3=O)C2)cc1 (stereo unspecified)
26: CCCCNC(=O)c1onc(CSc2ccccc2CC)c1C(=O)O
27: CCOC(=O)/C(C#N)=C1/C=C(C)c2ccccc2N1
28: O=C(NCc1ccc2[nH]c3c(c2c1)CCCC3)c1ccc(S(=O)(=O)N2CCOCC2)cc1
29: Cc1ccc(NC(=O)CCSCCc2ccccn2)cc1
30: O=C(NNC(=S)NC(=O)c1ccccc1)c1ccc(O)cc1
Compound | 21 | 22 | 23 | 24 | 25 | 26 | 27 | 28 | 29 | 30
KB-V1 cytotox | ? | -2% | 8.2µM* | -20% | ? | -19% | 1% | 1% | ? | -1%
IL-1B inflam inh | nt | -1 | -7 | 0 | 7 | -4 | -4 | -13 | 5 | 48
KB-3-1 cytotox | ? | -4% | -27% | -6% | 2% | ? | -3% | -23% | -16%&24% | ?
HT1080-NT tox | ? | 0% | -11% | 1% | 6%[9.24 µM] | -14% | 4% | -14% | 27% | -23%
S2 tox | nt | i | i | i | i | i | nt | i | i | i
MCF10A rereplic | nt | ? | 3% | -6% | 6% | ? | 4% | 0% | 2% | 1%
SW480 rereplic | nt | 12%[9.22 µM] | -2% | -14% | 0% | -6% | 14% | 2% | -7% | -3%
ATXN2 expr inh | ? | -15% | -25% | 7% | 43%[activator] | 43%[activator] | nt | -4% | 8%&4% | -26%
HT1080 IDH1KD tx | 21µM* | -4% | -1% | 6% | 0% | -24% | 4% | -14% | 5% | ?

31: CC1CCN(C(=O)CN2C(=O)COc3ccc(Cl)cc32)CC1
32: CCCCn1c(=O)cc(O)c2ccccc21
33: Cc1ccnc(NC(c2ccccn2)c2c(C)[nH]c3ccccc23)c1 (stereo unspecified)
34: CCOc1ccccc1C(=O)Nc1cccc(-c2nc3ccccc3s2)c1
35: COc1cccc(OC)c1Oc1ccc(C(F)(F)F)cn1
36: COCCOC(=O)Cn1nnc2sc(-c3ccccc3)cc2c1=O
37: CCn1c(C)nc2cc(C(=O)OC)ccc21
38: CCOC(=O)c1c(C)[nH]c(C(=O)C(C)Sc2ccc(Cl)cc2)c1C (stereo unspecified)
39: COc1ccccc1/C=C/c1nc(C#N)c(N(C)C)o1
40: Cc1cccc(N2CCN(c3ncnc4onc(-c5ccc(F)cc5)c34)CC2C)c1 (stereo unspecified)
Compound | 31 | 32 | 33 | 34 | 35 | 36 | 37 | 38 | 39 | 40
KB-V1 cytotox | -2% | -13% | 18% | -11% | -7% | -8% | 7% | ? | 9% | -12%
IL-1B inflam inh | 3 | 18 | -106* | nt | 9 | nt | 39 | -15 | -8 | nt
KB-3-1 cytotox | ? | 4% | 7% | -14% | 3% | 6% | 10% | -27% | -10% | -15%
HT1080-NT tox | -5% | -2% | -15% | nt | -5% | nt | 20% | -28% | 5% | nt
S2 tox | ? | i | i | i | i | ? | i | i | nt | i
MCF10A rereplic | 1% | -1% | -3% | nt | 1% | nt | -37%[inhibitor] | ? | 23µM* | nt
SW480 rereplic | -3% | 2% | -137%[inhibitor] | nt | 1% | nt | -99%[inhibitor] | -9%[9.22 µM] | ? | nt
ATXN2 expr inh | 5% | -6% | 42%[activator] | 1% | 1% | 0% | 2% | 29% | nt | -8%
HT1080 IDH1KD tx | 1% | -1% | ? | nt | -1% | nt | 17% | -18% | 5% | nt

41: COc1ccccc1N(CCOc1ccccc1)S(=O)(=O)c1ccccc1
42: CCOc1ccc(NC(=O)CN2C(=O)COc3ccc(S(=O)(=O)N4CCCCC4)cc32)cc1
43: CCN(CC)S(=O)(=O)c1ccc(OC)c(NC(=O)c2cc(C)on2)c1
44: CCOC(=O)C1=C(C)C(c2ccccc2)NC(=S)N1 (stereo unspecified)
45: O=C(COc1cc(Cl)c(Cl)cc1Cl)NCCc1ccccn1
46: O=C(Nc1ccc(S(=O)(=O)Nc2ncccn2)cc1)c1cccc(Cl)c1
47: CC(=O)Nc1ccc(NC(=O)C2Cc3c(-c4ccco4)ccnc3O2)cc1 (stereo unspecified)
48: C[C@H]1COC(=O)[C@@H](NC(=O)OCC2c3ccccc3-c3ccccc32)C/C=C\C[C@H](CC(=O)NCCO)C(=O)N1
Compound | 41 | 42 | 43 | 44 | 45 | 46 | 47 | 48
KB-V1 cytotox | -4% | -5% | -17% | -11% | ? | 1% | 0% | 0%
IL-1B inflam inh | -1 | ? | -3 | -4 | 31 | nt | -18 | 55
KB-3-1 cytotox | 11% | 28% | 2% | -1% | 7% | 9% | 0% | 1%
HT1080-NT tox | -26% | -2% | 3% | ? | 12% | nt | 1% | 0%
S2 tox | ? | i | i | i | i | i | i | i
MCF10A rereplic | 16% | 5% | -1% | -3% | -2% | nt | nt | -1%
SW480 rereplic | -2% | -6% | -2% | -2% | -6% | nt | nt | 4%
ATXN2 expr inh | -16% | -10% | -16% | 3% | -24% | 5% | 3% | -3%
HT1080 IDH1KD tx | -15% | -15% | 1% | -9% | 5% | nt | -1% | 6%

Some of the entries so far, with bars between the fields.
entry | Compound | KB-V1 cytotox | IL-1B inflam inh | KB-3-1 cytotox | HT1080-NT tox | S2 tox | MCF10A rereplic | SW480 rereplic | ATXN2 expr inh | HT1080 IDH1KD tx
44 | CCOC(=O)C1=C(C)C(c2ccccc2)NC(=S)N1 (stereo unspecified) | -11% | -4 | -1% | ? | i | -3% | -2% | 3% | -9%
45 | O=C(COc1cc(Cl)c(Cl)cc1Cl)NCCc1ccccn1 | ? | 31 | 7% | 12% | i | -2% | -6% | -24% | 5%
43 | CCN(CC)S(=O)(=O)c1ccc(OC)c(NC(=O)c2cc(C)on2)c1 | -17% | -3 | 2% | 3% | i | -1% | -2% | -16% | 1%

The order is random; overall some 11% were active at least once.
